High-throughput results: PubChem, National Center for Advancing Translational Sciences (NCATS)
RXFP1 antagonist – qHTS Assay for Antagonists of the Relaxin Receptor RXFP1. AID 1259400, 2018. HEK293-RXFP1, relaxin-stimulated cAMP HTRF, 30 min; stronger effect = lower value. activity change, negative = inhibition, % at 57.5 µM. 0.59% of 350,000 active. Relaxin receptor 1 (Homo sapiens), Q9HBX9;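 active = activity change of -60% or lower, but not beyond a set lower limit; inconclusive = change between -60% and -40%, or beyond the set limit; inactive = change above -40%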; also: % is scaled to controls: 0 for no effect and ±100 for the full control effect
D1 potentiator – Potentiators of Human D1 Dopamine Receptor: qHTS; HEK293 TREx D1 cells, calcium flux, dopamine EC20 potentiation; potentiation, % at 10 µM; 0.036% of 360,000 active; AID 504651, 2011; in the data active = potentiation above about 30%; also: 0% is about no effect
Target sequence (P21728 whole entry, looked up): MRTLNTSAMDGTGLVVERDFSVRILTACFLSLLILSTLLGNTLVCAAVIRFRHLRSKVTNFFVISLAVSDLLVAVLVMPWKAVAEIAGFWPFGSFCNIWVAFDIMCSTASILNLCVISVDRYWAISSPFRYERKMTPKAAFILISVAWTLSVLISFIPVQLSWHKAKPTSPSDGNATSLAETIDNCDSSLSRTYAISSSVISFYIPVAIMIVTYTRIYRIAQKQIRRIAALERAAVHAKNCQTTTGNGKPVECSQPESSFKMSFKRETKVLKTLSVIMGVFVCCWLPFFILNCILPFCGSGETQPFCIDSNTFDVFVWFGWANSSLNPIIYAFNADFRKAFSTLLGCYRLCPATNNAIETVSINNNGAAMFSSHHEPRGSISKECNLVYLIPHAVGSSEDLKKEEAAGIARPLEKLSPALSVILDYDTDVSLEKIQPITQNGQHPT
D1 agonist – Allosteric Agonists of the Human D1 Dopamine Receptor: qHTS. HEK293 T-REx D1 cells, calcium flux, agonist mode. 1% of 360,000 active. activation, % at 2 µM; also: 0% is about no effect
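Inducible HEK293 T-REx D1 cells, force-coupled to calcium signalling, were plated at 4000 cells/well with tetracycline and held overnight at 30 C. After no-wash calcium dye loading, compound-evoked calcium rise over 180 s flagged agonists.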
D2 antag – HTS Assay for Allosteric Antagonists of the Human D2 Dopamine Receptor: Primary Screen for Antagonists; HEK293 TREx D2 cells, calcium flux, dopamine EC80; inhibition, % at 10 µM; 2% of 340,000 active; AID 485344, 2010; in the data active = inhibition above about 30%; also: 0% is about no effect
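Cells plated overnight at 30 C with tetracycline; no-wash calcium dye, 30–90 min RT; 10 s baseline; compound pinned; 180 s read; EC80 dopamine added; another 180 s read.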
D2 PAM – HTS Assay for Positive Allosteric Modulators of the Human D2 Dopamine Receptor: Primary Screen for Potentiators; D(2) dopamine receptor (Homo sapiens), P14416; HEK293 T-REx D2, calcium flux, EC20 dopamine potentiation; potentiation, % at 10 µM; 0.34% of 340,000 active;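 active = potentiation over 3 SD above the plate norm, cut at about 30% in these data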; also: 0% is about no effect
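Using a no-wash calcium dye in inducible, force-coupled HEK293 Trex cells expressing D2, we tracked fluorescence each second for 180 s after compound, then for 180 s after EC20 dopamine to detect augmented signalling.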
D2 ag – HTS Assay for Allosteric Agonists of the Human D2 Dopamine Receptor: Primary Screen for Agonists. activation, % at 2 µM. HEK293 T-REx D2 cells, calcium flux agonist mode. 0.53% of 340,000 active. D(2) dopamine receptor (Homo sapiens), P14416. AID 485358, 2010;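 active = activation over 3 SD above normal in the single-dose calcium agonist read, cut at about 30% in these data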; also: 0% is about no effect
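HEK293 Trex D2 cells, tetracycline-induced, o/n 30 C 5% CO2; no-wash Ca dye, RT 30–90 min; 10-cycle baseline, 23 nl cpd added, kinetic Ca read 180 s; agonist hits = positive Ca response.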
D1 antagonist – Antagonist of Human D 1 Dopamine Receptor: qHTS | HEK293 TREx D1 cells, calcium flux, dopamine EC80; stronger effect = lower value | 3.2% of 360,000 active | D(1A) dopamine receptor (Homo sapiens), P21728 | AID 504652, 2011 | activity change, negative = inhibition, % at 10 µM; in the data active = activity change below about -30%; also: % is scaled to controls: 0 for no effect and ±100 for the full control effect
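HEK293 T-REx cells expressing inducible, force-coupled D1 receptor; no-wash Ca dye, 30–90 min RT. Cmpd → 180 s read at 1 Hz → EC80 DA → 180 s read.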
TRHR enhancer – qHTS for Small Molecule Agonists and Allosteric Enhancers of Human TRH Receptor: Primary Screen for Enhancers; Thyrotropin-releasing hormone receptor (Homo sapiens), P34981; AID 493056, 2011; TRHR cells, fluo-8 calcium fluorescence, EC20 TRH enhancement; 0.66% of 360,000 active; enhancement, % at 2 µM; in the data active = enhancement above about 30%; also: 0% is about no effect
Target sequence (P34981 whole entry, looked up): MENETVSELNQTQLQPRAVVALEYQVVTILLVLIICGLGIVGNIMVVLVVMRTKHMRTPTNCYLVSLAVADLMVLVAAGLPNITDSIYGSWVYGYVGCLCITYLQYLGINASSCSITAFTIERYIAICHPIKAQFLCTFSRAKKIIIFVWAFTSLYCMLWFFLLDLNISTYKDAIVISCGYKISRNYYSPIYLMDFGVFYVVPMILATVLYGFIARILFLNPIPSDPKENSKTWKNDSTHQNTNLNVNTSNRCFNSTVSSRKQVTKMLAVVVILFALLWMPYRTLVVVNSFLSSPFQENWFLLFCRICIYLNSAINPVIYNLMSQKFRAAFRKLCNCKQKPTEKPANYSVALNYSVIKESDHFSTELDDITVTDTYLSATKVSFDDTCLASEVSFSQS
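Enhancer read-out: after compound pinning and an initial kinetic agonist-mode read, an EC20 of TRH (10 nM final) was injected and fluo-8 calcium signal (Ex 480/Em 530) followed at 1 s/cycle for 100 cycles in TRHR-expressing cells.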
TRHR ag – qHTS for Small Molecule Agonists and Allosteric Enhancers of Human TRH Receptor: Primary Screen for Agonists; Thyrotropin-releasing hormone receptor (Homo sapiens), P34981; TRHR cells, calcium flux fluo-8, FDSS agonist mode; activation, % at 2 µM; 0.18% of 360,000 active; AID 493084, 2011; also: 0% is about no effect
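Fluo-8-loaded TRHR cells; 10 s baseline, compound added, kinetic Ca2+ fluorescence read 1/s, agonist mode.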
Numbers without * were called inactive; ? = inconclusive; · = not tested or not shown. Rule as the data show it, unless noted: active = activation above about 30%; inactive = the rest.

Each structure is followed by: RXFP1 antagonist	D1 potentiator	D1 agonist	D2 antag	D2 PAM	D2 ag	D1 antagonist	TRHR enhancer	TRHR ag
1) Cc1ccn2c(=O)nc(SCC(=O)N3CCC(Cc4ccccc4)CC3)nc2c1
 : -8	-7	0	-5	-8	0.7	-10	-4	-0.4
2) O=C(O)c1cccc(S(=O)(=O)Nc2ccc3[nH]c(=O)[nH]c3c2)c1
 : -3	-8	1	2	2	0.0	3	3	0.1
3) Cc1ccc(C(=O)O/N=C(\N)c2ccc(Br)cc2)cc1
 : ·	5	1	34*	-22	0.9	-2	-9	0.3
4) CN1c2ccsc2/C(=N/Nc2ccccc2)CS1(=O)=O
 : -7	2	2	-7	-1	1.0	12	-2	1.8
5) CCS(=O)(=O)N1Cc2ccccc2CC1C(=O)Nc1ncc(C)s1 (configuration not stated)
 : 1	1	1	-2	5	0.2	12	0	-0.1
6) CCOC(=O)N1CCC(NC(=O)CC(NS(=O)(=O)c2ccc(C)cc2)c2ccco2)CC1 (configuration not stated)
 : 6	-4	2	-6	·	-0.3	-6	-1	-1.8
7) CCCOc1ccc(C(O)CCNC(CC(=O)O)c2ccccc2)cc1 (configuration not stated)
 : 6	2	3	18	7	1.2	-1	-3	1.8
8) C=CCNC(=O)C(C)Sc1ccc(Cl)cc1 (configuration not stated)
 : 10	-5	0	15	-1	-0.5	-6	-1	-0.2
9) Cc1c(C(=O)N2CCCCC2)c(S(=O)(=O)N2CCN(c3ccc(Cl)cc3)CC2)c(C)n1C
 : 7	-10	7	21	-16	0.3	-32*	-1	-1.0
10) O=C(CCSCCc1ccccn1)Nc1ccccn1
 : 1	-12	4	-2	3	-1.7	6	23	0.1
11) O=C(NCCc1ccncc1)Nc1ccccc1
 : 0	-2	-2	·	·	·	2	7	-0.1
12) O=C(Nc1ccccc1)N(Cc1ccccc1)C1=NCCS1
 : -3	0	0	-8	7	0.6	1	15	-0.5
13) CC(=O)C1=C(C)NC(SCC(=O)c2ccc(Cl)cc2)=C(C#N)C1c1ccco1 (configuration not stated)
 : -6	-4	7	3	-9	0.5	-12	2	4.0
14) COc1ccccc1CNc1ncc(-c2ccc(F)cc2)n1C
 : -5	-8	6	-6	-3	0.5	-62*	0	0.3
15) CCn1c(CC(=O)Nc2ccc(F)cc2)nnc1SCC(=O)Nc1nncs1
 : 28	-11	1	-19	·	0.8	-2	3	0.0
16) Cc1ccc2c(c1)-c1onc(C(=O)N(C)c3cccc(C(F)(F)F)c3)c1CO2
 : ·	-1	1	·	5	-0.2	3	5	-0.5
17) Cc1ccccc1CSc1nnc(-c2ccccc2)c(=O)[nH]1
 : -7	1	0	·	·	·	-1	14	-0.2
18) O=C(O)CCc1nn2c3ccccc3n(CCN3CCCCC3)c2nc1=O
 : -24	-3	0	6	0	0.5	18	1	0.1
19) Cc1cccc(NS(=O)(=O)c2cnc[nH]2)c1
 : -7	0	4	-16	15	1.6	1	-1	0.1
20) CCOP(=O)(OCC)c1nc(-c2ccc(F)cc2)oc1NCc1ccccc1
 : -3	-3	1	-17	-2	-0.5	4	2	0.0
21) Cc1nn(CC(=O)Nc2ccc(C(=O)N(C)C)cc2)c(=O)c2ccccc12
 : -3	2	2	4	3	-0.3	3	2	0.0
22) CC(C)NC(=O)c1ccccc1NC(=O)C1COc2ccccc2O1 (configuration not stated)
 : 1	-1	2	6	-2	-2.1	10	-2	-0.1
23) CSc1ccc(CN2CCC(Cc3ccccc3)CC2)cc1
 : -20	-10	6	31*	-17	-1.0	2	5	1.1
24) COc1cc(NC(=O)CC(C)S(=O)(=O)c2ccc3c(c2)NC(=O)CO3)cc(OC)c1OC (configuration not stated)
 : 35	-3	5	-3	8	1.5	4	2	0.3
25) CC/S(CC1CC1(Cl)Cl)=N\S(=O)(=O)c1ccc(C)cc1 (configuration not stated)
 : -12	0	1	-3	6	0.3	·	6	-0.1
26) COc1ccc(NC(=O)c2ccccc2NC(=O)CSc2ccc(C)cc2)cc1
 : -23	-6	6	-8	-3	0.8	-7	-8	0.7
27) CN(C)S(=O)(=O)Oc1ccccc1C(=O)Nc1cccc(C(F)(F)F)c1
 : -5	-4	0	8	0	0.5	21	-3	0.0
28) CCOc1ccc2oc(-c3ccccc3)c(C(=O)O)c2c1
 : -5	-3	0	-12	4	-0.8	-27	3	-0.3
29) Cc1ccc(NC(=O)Cn2c(=O)oc3cc(S(=O)(=O)N4CCC(C)CC4)ccc32)cc1Cl
 : ·	-3	-1	·	16	-1.0	-9	-11	-1.5
30) CCOC(=O)C(C)Oc1ccc2c(-c3cccc([N+](=O)[O-])c3)cc(=O)oc2c1 (configuration not stated)
 : -15	-4	2	7	-1	0.2	-11	24	0.1

Arranged by formula weight (rising): part of the list above
Each structure is followed by: RXFP1 antagonist	D1 potentiator	D1 agonist	D2 antag	D2 PAM	D2 ag	D1 antagonist	TRHR enhancer	TRHR ag
19) Cc1cccc(NS(=O)(=O)c2cnc[nH]2)c1
 : -7	0	4	-16	15	1.6	1	-1	0.1
23) CSc1ccc(CN2CCC(Cc3ccccc3)CC2)cc1
 : -20	-10	6	31*	-17	-1.0	2	5	1.1
30) CCOC(=O)C(C)Oc1ccc2c(-c3cccc([N+](=O)[O-])c3)cc(=O)oc2c1 (configuration not stated)
 : -15	-4	2	7	-1	0.2	-11	24	0.1

Only D1 antagonist and TRHR enhancer, for some of the entries so far:
nr	smiles	D1 antagonist	TRHR enhancer
27	CN(C)S(=O)(=O)Oc1ccccc1C(=O)Nc1cccc(C(F)(F)F)c1	21	-3
28	CCOc1ccc2oc(-c3ccccc3)c(C(=O)O)c2c1	-27	3
29	Cc1ccc(NC(=O)Cn2c(=O)oc3cc(S(=O)(=O)N4CCC(C)CC4)ccc32)cc1Cl	-9	-11
30	CCOC(=O)C(C)Oc1ccc2c(-c3cccc([N+](=O)[O-])c3)cc(=O)oc2c1 (configuration not stated)	-11	24

Next part
Each structure is followed by: RXFP1 antagonist	D1 potentiator	D1 agonist	D2 antag	D2 PAM	D2 ag	D1 antagonist	TRHR enhancer	TRHR ag
31) CCCCNC(=S)NNC(=O)c1sccc1C
 : 37	-2	1	-12	6	-0.2	-5	1	0.1
32) COCCCNc1nc2c(c(=O)n(C)c(=O)n2C)n1Cc1ccccc1
 : 1	1	1	·	10	-0.9	10	-2	-0.6
33) Cc1ccccc1Oc1nnc(-c2cccs2)c2ccccc12
 : ?	1	3	7	-7	0.5	12	-2	0.4
34) COc1ccc(NC(=O)CN2CCN(c3ccccc3F)CC2)cc1
 : -14	-2	1	-1	6	-0.3	-6	5	-0.5
35) Cc1cccn2c(=O)c3cc(C(=O)NCCCN4CCCC4=O)n(C)c3nc12
 : 24	-6	0	-22	·	7.2	12	-3	-1.4
36) O=C(CSc1ccc2nnc(-c3ccccn3)n2n1)Nc1ccccc1F
 : -3	-1	5	-7	-3	-3.0	6	0	0.1
37) CCc1ccc2[nH]c(=O)c(CN(Cc3ccco3)S(=O)(=O)c3ccc4c(c3)OCCO4)cc2c1
 : -3	-6	5	10	-8	-1.0	7	10	0.5
38) C/C(=N\OCC(=O)OC(C)C(=O)Nc1ccc(C(N)=O)cc1)c1ccc2c(c1)OCO2 (configuration not stated)
 : -2	-6	8	-13	19	1.5	-18	3	0.1
39) COc1cc(N(C)C)c([N+](=O)[O-])cc1C(=O)N1CCOCC1
 : 1	-5	2	-7	12	0.3	8	-2	0.3
40) C/C(=N\NC(=O)C1CC1c1ccccc1)c1ccc(C)s1 (configuration not stated)
 : 0	0	-1	-7	-1	-0.6	14	7	-0.3
41) COc1ccc(-c2nc3c(c(=O)c4ccccc4n3C)c(=O)n2Cc2ccccc2)cc1
 : 16	-5	7	-10	6	7.4	8	2	0.5
42) COc1ccc(NC(=O)c2cnc(Nc3ccc(C)c(Cl)c3)c3ccccc23)cc1OC
 : ·	0	-1	·	-7	0.7	0	-5	0.2
43) CSc1ccc(C2c3c(oc4ccc(F)cc4c3=O)C(=O)N2c2ccc(C)cn2)cc1 (configuration not stated)
 : -6	2	1	·	-3	-0.1	7	-1	-0.1
44) Clc1nc(NCCN2CCOCC2)nc(NCc2ccccc2)n1
 : -1	-1	1	1	-8	0.2	8	-4	0.5
45) COc1cccc(CNCCSc2nnnn2C)c1OCc1ccccc1Cl
 : ·	-2	4	·	-18	-0.3	-5	-9	-1.1
46) CCN1C(=O)C2(C(C#N)=C(N)Oc3n[nH]c(-c4ccccc4)c32)c2ccccc21 (configuration not stated)
 : 10	-4	3	-5	-6	-0.1	3	-3	-0.3
47) Cc1nc(NCCN2CCOCC2)c2nnn(Cc3ccccc3Cl)c2n1
 : -1	1	5	-3	-6	-2.2	5	4	-0.8
48) O=C1CN=C(Nc2ccccc2Cl)N1c1ccccc1
 : -11	-2	2	36*	-5	1.5	-3	-4	-0.6
49) CCOC(=S)SCC(=O)N1CCc2cc(OC)c(OC)cc2C1C1C(=O)CC(C)(C)CC1=O (configuration not stated)
 : -15	4	1	-10	-2	-0.1	6	-3	0.4
50) Cc1nn(C)cc1CN(C)C(=O)c1cc(COc2ccc(F)cc2F)on1
 : -11	0	10	-10	1	0.8	-9	1	-0.4
51) Cc1cccc(C)c1NC(=O)CN(C1CCCCC1)S(C)(=O)=O
 : 1	-7	0	-1	5	-0.1	2	8	-0.1
52) C=CCc1cc(C)ccc1OCCCn1ccnc1
 : -7	-3	0	-18	7	0.2	-9	-5	-0.5

Given in transposed form: entries from further up.
47: Cc1nc(NCCN2CCOCC2)c2nnn(Cc3ccccc3Cl)c2n1
48: O=C1CN=C(Nc2ccccc2Cl)N1c1ccccc1
49: CCOC(=S)SCC(=O)N1CCc2cc(OC)c(OC)cc2C1C1C(=O)CC(C)(C)CC1=O (configuration not stated)
50: Cc1nn(C)cc1CN(C)C(=O)c1cc(COc2ccc(F)cc2F)on1
51: Cc1cccc(C)c1NC(=O)CN(C1CCCCC1)S(C)(=O)=O

compound no.	47	48	49	50	51
RXFP1 antagonist	-1	-11	-15	-11	1
D1 potentiator	1	-2	4	0	-7
D1 agonist	5	2	1	10	0
D2 antag	-3	36*	-10	-10	-1
D2 PAM	-6	-5	-2	1	5
D2 ag	-2.2	1.5	-0.1	0.8	-0.1
D1 antagonist	5	-3	6	-9	2
TRHR enhancer	4	-4	-3	1	8
TRHR ag	-0.8	-0.6	0.4	-0.4	-0.1
